# Source: PubChem BioAssay
# RAD52 inh = blocks human RAD52 DNA annealing | 360,000 compounds, 0.46% hits | AID 651710 | recombinant RAD52 DNA annealing, FRET fluorescence | inhibition, % at 18.7 µM | P43351;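 active = every replicate showing at least 50% inhibition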
# ERAP1 HTS inh = ERAP1 (human) enzyme inhibition; Q9NZ08; recombinant ERAP1, Leu-AMC fluorescence, 60 min; inhibition, % at 10.7 µM; 340,000 compounds, 0.15% hits; AID 652197;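 active = mean replicate inhibition of at least 30%, or all replicates individually reaching that 30% level; inactive = mean below 30% and not every replicate reaching it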;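 note: 0% = neutral control wells and 100% = L-leucinethiol positive control wells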
# RAD54 branch = blocks human RAD54 Holliday junction branch migration; AID 602329; inhibition, % at 10.4 µM; 360,000 compounds, 0.14% hits; Q92698; FAM/BHQ fluorescence;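 active = mean normalized replicate activity at least 40 and at least half of replicates scoring 40 or more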;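 note: 0% = median of neutral control wells and 100% = median of positive control wells; inhibitors cause a drop in the FAM fluorescence signal; in these data hits start at about 50%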
# Target sequence (Q92698 whole entry, looked up): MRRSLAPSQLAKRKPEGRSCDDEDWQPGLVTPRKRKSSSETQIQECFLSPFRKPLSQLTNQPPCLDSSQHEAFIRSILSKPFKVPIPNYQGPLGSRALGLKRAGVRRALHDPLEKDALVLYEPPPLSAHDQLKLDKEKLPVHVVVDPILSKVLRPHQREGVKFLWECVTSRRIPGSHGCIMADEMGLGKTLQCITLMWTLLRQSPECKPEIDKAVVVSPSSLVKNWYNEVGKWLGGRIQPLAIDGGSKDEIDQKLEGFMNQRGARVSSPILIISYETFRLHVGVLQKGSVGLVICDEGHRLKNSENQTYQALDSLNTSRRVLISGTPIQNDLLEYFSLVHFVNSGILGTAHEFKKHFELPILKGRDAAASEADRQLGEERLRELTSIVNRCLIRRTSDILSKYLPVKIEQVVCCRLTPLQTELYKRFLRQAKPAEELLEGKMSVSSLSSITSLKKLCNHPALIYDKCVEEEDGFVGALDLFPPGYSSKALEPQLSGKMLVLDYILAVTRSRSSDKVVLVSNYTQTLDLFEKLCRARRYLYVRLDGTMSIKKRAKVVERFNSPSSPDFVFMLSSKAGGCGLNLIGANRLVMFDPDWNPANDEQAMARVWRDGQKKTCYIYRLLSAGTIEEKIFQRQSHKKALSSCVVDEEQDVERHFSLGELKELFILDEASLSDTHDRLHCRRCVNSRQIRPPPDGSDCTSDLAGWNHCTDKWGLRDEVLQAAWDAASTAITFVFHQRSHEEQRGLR
# ARNT TACC3 PPI = ARNT/TACC3 interaction disruption; 390,000 compounds, 0.66% hits; AlphaScreen His-ARNT PAS-B/GST-TACC3 binding, luminescence; TACC3 fragment carries E629A point mutation; AID 623870; Q9Y6A5; inhibition, % at 9.99 µM;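 active = mean inhibition of replicates at least 50% and at least half of replicates each reaching 50%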;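 note: 0% = complete ARNT plus TACC3 wells and 100% = ARNT alone without TACC3; many hits fall short of the cut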
# F508del corr = CFTR F508del correction in bronchial cells | CFBE cells, YFP halide quenching; stimulated with forskolin plus potentiator P3; % fluorescence drop versus neutral controls | activity (quench increase), % at 7.58 µM | 350,000 compounds, 0.36% hits | AID 720511;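 active = mean added fluorescence quench of at least 8% versus neutral control, with both replicates also reaching 8%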;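 note: cells transiently co-express mutant CFTR-F508del with the halide-sensitive YFP; corrector assay measuring rescue of mutant channel to the surface after 24 h compound exposure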
# INS-1E GSIS act = primary screen for activators of insulin secretion dependent on glucose, INS-1E cells, GLuc reporter luminescence; 370,000 compounds, 0.61% hits; INS-1E GLuc reporter insulin secretion, 2-3 h; activation, % at 16.6 µM; AID 743287;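 active = lowest replicate activation of at least 40%, so every replicate reaches that level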;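 note: 0% = median of neutral control wells and 100% = median of IBMX positive control wells; some compounds called inactive have numbers as strong as hits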
# XiGFP reactiv = X-chromosome reactivation activator; XiGFP mouse fibroblasts, % GFP-positive cells imaging, 3 d; cells co-treated with 5-aza-dC sensitizer; scaled so ellipticine positive control = 100%; activation, % at 7.58 µM; 360,000 compounds, 0.055% hits;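 active = mean normalized replicate activation at least 10% and every replicate at or above 10%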;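 note: 0% = median of on-plate neutral control wells and 100% = ellipticine 6 µM median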
#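 System: 68-5-11 XiGFP fibroblast line; Timing: 3 days compound exposure; Compound dosing: one concentration, pinned; Benchmarks: positive control ellipticine, 6 µM final; Buffer or medium: DMEM containing 5-aza-dC.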
# esBAF inh = SWI/SNF esBAF complex inhibition | mouse ES cells, Bmi1-luciferase knock-in reporter, 24 h; 100% = twice the neutral-well signal | reporter increase, % at 12.5 µM | 350,000 compounds, 2% hits | AID 602393; in the data active = activation above about 40%;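 note: 0% = median of the plate's neutral control wells and 100% = double that signal; a rise in the Bmi1 reporter signal indicates esBAF inhibition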
# Numbers without * were called inactive; · = no result given.
No.	molecule	RAD54 branch	RAD52 inh	esBAF inh	ERAP1 HTS inh	F508del corr	ARNT TACC3 PPI	XiGFP reactiv	INS-1E GSIS act
1	CCOC(=O)c1c(NC(=O)COC(=O)Cc2c[nH]c3ccccc23)sc(C(=O)N(C)C)c1C	0	-13	3	0	-1.4	12	-0.1	3
2	Cn1cc(C(=O)NC2CCCCC2)c(=O)c2cc(S(=O)(=O)N3CCOCC3)ccc21	14	1	-4	2	-1.0	1	0.0	-1
3	CSCC[C@H](NC(=O)COc1ccc(Cl)cc1)C(=O)N1CCC2(CC1)NCCc1[nH]cnc12	0	-4	-3	1	1.6	-10	0.0	8
4	CCN(CC)S(=O)(=O)c1cccc(C(=O)N/N=C/c2ccc(OC)c(O)c2)c1	0	-12	·	1	·	7	-0.1	9
5	Cc1ccc(NC(=O)c2cccs2)cc1NC(=O)c1ccc(F)cc1	0	-10	5	-2	-0.6	-1	0.1	-2
6	COC(=O)[C@@]1(Cc2ccccc2N=[N+]=[N-])COC(c2ccc(OCCCO)cc2)=N1	-1	-11	·	-1	2.7	12	·	·
7	CCN(CC)S(=O)(=O)c1cccc(NC(=O)COC(=O)c2cc(=O)c3ccccc3o2)c1	·	-14	-9	·	-2.5	-6	-0.1	-3
8	Cc1ccc(S(=O)(=O)Nc2ccc3c(c2)C(=O)N([C@H](C)CO)C[C@H](C)[C@@H](CN(C)C(=O)Nc2cccc4ccccc24)O3)cc1	-3	6	-6	1	0.3	5	-0.8	0
9	C[C@H](NC(=O)C[C@@H]1CC[C@H](NC(=O)Nc2ccc3c(c2)OCO3)[C@H](CO)O1)c1ccccc1	3	1	2	2	0.8	20	0.3	-8
10	CC1CCc2nn(CC(=O)Nc3c(F)cc(F)cc3Br)cc2C1 (stereo unspecified)	-1	-10	-8	-4	-3.8	·	0.1	3
11	CC(C)NC(=O)N(C)C[C@H]1Oc2c(NC(=O)C3CCCCC3)cccc2C(=O)N([C@@H](C)CO)C[C@@H]1C	-6	7	-4	-1	1.2	4	0.4	19
12	CC(C)C(=O)N1CCN(c2ccccc2NC(=O)COc2ccccc2)CC1	-3	-23	-8	-4	-0.8	24	0.6	-2
13	O=C(c1cccnc1)N1C[C@H]2[C@@H](c3ccccc31)[C@@H](CO)N2C(=O)CN1CCOCC1	2	-12	-6	-2	0.5	6	-0.1	-4
14	NC1=NC[C@@H](Cc2ccc(O)cc2)N1CCc1cccc(F)c1	-4	4	-3	·	-3.5	-13	-0.1	0
15	C[C@H]1CN([C@@H](C)CO)S(=O)(=O)c2ccc(C3=CCCC3)cc2O[C@H]1CN(C)CC1CCOCC1	2	-1	-1	·	-2.1	-13	1.5	-2
16	CNC[C@H]1Oc2ccc(NS(=O)(=O)c3ccccc3)cc2CC(=O)N([C@@H](C)CO)C[C@H]1C	-9	-4	0	1	-1.0	-8	-1.4	-5
17	C=CCN1C(=O)C(CC(=O)Nc2ccc(OCCC)cc2)N(CCCN2CCN(Cc3ccccc3)CC2)C1=S (stereo unspecified)	·	-30	·	1	0.2	·	0.4	-14
18	COc1ccc(NC(=O)Nc2ccc3c(c2)C(=O)N([C@@H](C)CO)C[C@@H](C)[C@@H](CN(C)Cc2ccc(Oc4ccccc4)cc2)O3)cc1	-11	-9	-4	-6	-3.4	1	-0.8	-3
19	COc1ccc(NC(=O)N(C)C[C@@H]2Oc3ccc(NC(=O)C4CC4)cc3C(=O)N([C@H](C)CO)C[C@@H]2C)cc1	-2	4	-3	-4	-0.5	-15	0.1	9
20	COc1ccc(C(=O)Nc2ccccc2N2CCCC2)cc1S(=O)(=O)N1CCOCC1	4	-11	-3	1	1.7	5	0.2	8
21	Cc1[nH]c2ccccc2c1/C=N/NC(=O)CCC(=O)NCc1ccccc1	·	-6	·	-1	-0.7	-1	0.0	1
22	COc1ccc(CCNC(=O)CSc2nnnn2C)cc1OC	·	-13	·	4	-0.6	-2	-0.8	1
23	COC(=O)c1ccc(N/C=C/C(=O)c2ccc(OC)c(OC)c2)cc1	-11	·	0	·	·	-21	·	2
24	C[C@@H]1CN([C@H](C)CO)C(=O)c2cc(NC(=O)Nc3ccc(F)cc3)ccc2O[C@@H](C)CCCCO[C@@H]1CN(C)Cc1ccncc1	-4	·	8	·	0.3	-1	-0.1	-15
25	Cc1ccc(C)c(S(=O)(=O)N2CCN(C(=O)c3cc(-c4cccs4)nn3-c3ccccc3)CC2)c1	7	1	-8	1	-1.7	-2	0.1	-10
26	Cc1ccc(S(=O)(=O)N(C)C[C@@H]2Oc3ccc(NS(=O)(=O)c4c(C)noc4C)cc3C(=O)N([C@H](C)CO)C[C@@H]2C)cc1	2	10	1	2	-1.0	5	0.0	-11
27	CC(C)OC(=O)N(C)C[C@@H]1OCc2ccccc2-c2ccccc2C(=O)N([C@H](C)CO)C[C@@H]1C	-2	6	4	1	-3.4	-8	-0.5	10
28	CC(C)[C@@H](C(=O)N1CCN(Cc2ccc3c(c2)OCO3)CC1)n1nnc2ccccc2c1=O	·	4	-1	-1	1.2	3	0.0	3
29	CC(C)N(C(=O)[C@H]1C[C@H](CC(=O)NCCCn2ccnc2)C(=O)N2CCc3c([nH]c4ccc(Cl)cc34)[C@]12C)C(C)C	3	-3	0	·	-6.6	6	0.0	-13
30	CNC(=O)C1CN(C(=O)c2cccc(S(=O)(=O)N3c4ccccc4CC3C)c2)c2ccccc2O1 (stereo unspecified)	4	0	-19	1	0.1	-7	0.0	-21
31	CC1(C(=O)NCC2CC2)Cc2c(-c3cccc(C(N)=O)c3)ccnc2O1 (stereo unspecified)	-5	-6	1	3	0.0	·	-0.1	-10
32	Cc1ccc(NC2CCCN(C(=O)CN3C(=O)CSC3=O)C2)cc1C (stereo unspecified)	-3	-17	0	1	-2.8	3	0.2	5
33	Cc1cc(SCC(=O)Nc2cccc(S(=O)(=O)N3CCOCC3)c2)nc2ccccc12	·	-32	·	2	0.4	-6	0.0	·
34	CCOC(=O)/C(CCC[N+](C)(CC)CC)=N\O	·	-3	·	111*	·	-5	0.4	·
35	COc1ccc(NC(=O)N(C)C[C@H]2OCCCC[C@@H](C)Oc3ccc(NS(=O)(=O)c4cccs4)cc3C(=O)N([C@H](C)CO)C[C@@H]2C)cc1	15	7	-8	-7	-2.1	-9	-0.5	-3
36	O=C(c1ccc(F)cc1Cl)N(c1ccccn1)C1CCCCC1	·	14	·	16	-3.8	-5	0.2	6
37	CN(CCC#N)C(=O)CSc1nnc(-c2c[nH]c3ccccc23)o1	5	-11	34	-11	-1.4	6	0.0	21
38	COc1cccc(C(=O)Nc2ccc3c(c2)C(=O)N(C)C[C@H](OC)[C@H](C)CN(C(=O)C2CCCC2)[C@H](C)CO3)c1	-12	15	-4	1	-1.1	-12	-0.1	-10
39	Cc1noc(C)c1S(=O)(=O)Nc1ccc2c(c1)C(=O)N([C@H](C)CO)C[C@H](C)[C@@H](CN(C)S(=O)(=O)c1cn(C)cn1)OCCCC[C@H](C)O2	3	-11	-3	1	0.8	-2	-0.1	0
40	CC(C)NC(=O)N(C)C[C@@H]1Oc2ncc(C#CCC3CCCC3)cc2C(=O)N([C@H](C)CO)C[C@@H]1C	10	8	2	1	-1.0	-29	-0.3	-14
41	C[C@H]1CN([C@@H](C)CO)C(=O)CCCn2nncc2CO[C@H]1CN(C)C(=O)Nc1ccccc1C(F)(F)F	5	-17	0	0	0.1	-3	0.3	30
42	Clc1cccc(-c2cccc3nccn23)c1	1	-11	2	4	-4.6	·	-0.1	10
43	COCC1CCCN(Cc2cn[nH]c2-c2cc3ccccc3o2)C1 (stereo unspecified)	5	-9	-1	-4	2.2	-3	-0.2	-4
44	COc1ccc(C(=O)Nc2ccc(NC(=O)C(C)C)nc2)cc1	0	-13	3	-4	0.6	-3	0.0	15
45	Nc1nc(-c2ccc(Oc3ccccc3)cc2)c(CC(=O)O)s1	-12	-63	4	-2	0.8	-15	0.2	-7
46	CCN(CC)S(=O)(=O)c1ccc(C(=O)NCC(=O)NC2CC2)cc1	1	-7	5	-1	-2.6	0	0.0	10
47	C[C@@H]1CN([C@@H](C)CO)C(=O)c2cc(NS(=O)(=O)c3cn(C)cn3)ccc2O[C@@H]1CN(C)Cc1ccncc1	-18	-21	-1	1	1.7	-5	0.1	16
48	COc1ccccc1-c1noc2ncnc(Nc3ccc4c(c3)OCO4)c12	5	-7	0	2	-0.5	-2	0.0	-4
49	COc1ccc(S(=O)(=O)N(C)C[C@H]2OCc3ccccc3-c3ccccc3C(=O)N([C@@H](C)CO)C[C@H]2C)cc1	-10	20	2	2	-4.3	5	-0.4	-22
50	C/C(=N/NC(=O)c1ccc(C)s1)c1ccncc1	3	1	26	-2	2.3	4	-0.1	28

# 9 entries from above, in transposed form.
(42) Clc1cccc(-c2cccc3nccn23)c1
(43) COCC1CCCN(Cc2cn[nH]c2-c2cc3ccccc3o2)C1 (stereo unspecified)
(44) COc1ccc(C(=O)Nc2ccc(NC(=O)C(C)C)nc2)cc1
(45) Nc1nc(-c2ccc(Oc3ccccc3)cc2)c(CC(=O)O)s1
(46) CCN(CC)S(=O)(=O)c1ccc(C(=O)NCC(=O)NC2CC2)cc1
(47) C[C@@H]1CN([C@@H](C)CO)C(=O)c2cc(NS(=O)(=O)c3cn(C)cn3)ccc2O[C@@H]1CN(C)Cc1ccncc1
(48) COc1ccccc1-c1noc2ncnc(Nc3ccc4c(c3)OCO4)c12
(49) COc1ccc(S(=O)(=O)N(C)C[C@H]2OCc3ccccc3-c3ccccc3C(=O)N([C@@H](C)CO)C[C@H]2C)cc1
(50) C/C(=N/NC(=O)c1ccc(C)s1)c1ccncc1
screen / no.	42	43	44	45	46	47	48	49	50
RAD54 branch	1	5	0	-12	1	-18	5	-10	3
RAD52 inh	-11	-9	-13	-63	-7	-21	-7	20	1
esBAF inh	2	-1	3	4	5	-1	0	2	26
ERAP1 HTS inh	4	-4	-4	-2	-1	1	2	2	-2
F508del corr	-4.6	2.2	0.6	0.8	-2.6	1.7	-0.5	-4.3	2.3
ARNT TACC3 PPI	·	-3	-3	-15	0	-5	-2	5	4
XiGFP reactiv	-0.1	-0.2	0.0	0.2	0.0	0.1	0.0	-0.4	-0.1
INS-1E GSIS act	10	-4	15	-7	10	16	-4	-22	28

# Carrying on.
No.	molecule	RAD54 branch	RAD52 inh	esBAF inh	ERAP1 HTS inh	F508del corr	ARNT TACC3 PPI	XiGFP reactiv	INS-1E GSIS act
51	CC1(C)OCC(CNC(=O)c2[nH]c(C(F)(F)F)nc2-c2ccccc2)O1 (stereo unspecified)	5	-5	-7	-10	1.9	·	·	-6
52	COC(=O)[C@]12CCCCC=C1N(CCC1=CCCCC1)C(=O)[C@H](CC(=O)NCC1CCCCC1)C2	·	-10	·	1	-0.2	·	-0.1	1
53	N#CC1(NC(=O)CN2C(=O)c3ccccc3C2=O)CCCCC1	-9	-5	-9	-1	-0.6	-2	0.1	-4
54	CS/C(=N\S(=O)(=O)c1ccccc1)c1ccccc1	·	-21	·	-2	·	-1	-0.1	7
55	Cc1ccc2oc(=O)c(/C=C(\O)c3cccs3)nc2c1	·	-472	·	0	-5.4	-1	0.6	·
56	CC(=O)N(C)/C=C1\Sc2ccccc2C1=O	4	·	26	·	·	1	·	-1
